Tb hexokinase: T. brucei hexokinase 1 inhibition. recombinant TbHK1, G6PDH-coupled NADH A340. inhibition, % at 10 µM. 220,000 compounds, 0.11% hits;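 active means inhibition of 50% or more in the single-dose primary screen; inactive means inhibition below 50%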
TRPN1 ag: zebrafish TRPN1 (NompC) channel agonism; HEK293 zebrafish TRPN1-YFP, Fluo-8 calcium fluorescence; 100% = response to 87 µM carbachol; activation, % at 3 µM; 220,000 compounds, 0.18% hits; AID 1424;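 active means activation above its plate's cutoff, the mean activation of test wells on that plate plus 3 SD, cut at about 19% in these data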;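 further: 0% = DMSO alone and 100% = 87 µM carbachol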
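Assay system: Zebrafish TRPN1-YFP in HEK293 cells | Incubation: Dye loading 1 h at 37 °C, then 30 min room temperature | Measured by: Kinetic Fluo-8 fluorescence, ex 470-495, em 515-575 nm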
m-calpain inh: calpain II (pig) inhibition. purified calpain II, fluorogenic peptide substrate, 30 min. inhibition, % at 16 µM. 220,000 compounds, 0.37% hits. AID 1236;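 active means inhibition above about 50%, limit read from the data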
KCC2 mod: KCC2 (human) Cl- transport modulation; 190,000 compounds, 2.2% hits; B-score of Tl+ flux slope (higher = more flux/activation; lower = inhibition) at 10 µM; KCC2 cells, thallium flux FluoZin-2 fluorescence; Q9H2X9;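 active means thallium flux slope and its plate-corrected score both differing from the plate sample mean at a set confidence after two filtering rounds, in either direction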;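 further: slope of fluorescence scaled to starting intensity during 10 to 20 s after thallium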
Furin inhibitor: human furin inhibition. P09958. purified furin, fluorogenic substrate cleavage. inhibition, % at 30 µM. 220,000 compounds, 0.061% hits; in the data active means inhibition above about 25%; further: inactives centre near -15
Target sequence (P09958 108-714 limits assumed): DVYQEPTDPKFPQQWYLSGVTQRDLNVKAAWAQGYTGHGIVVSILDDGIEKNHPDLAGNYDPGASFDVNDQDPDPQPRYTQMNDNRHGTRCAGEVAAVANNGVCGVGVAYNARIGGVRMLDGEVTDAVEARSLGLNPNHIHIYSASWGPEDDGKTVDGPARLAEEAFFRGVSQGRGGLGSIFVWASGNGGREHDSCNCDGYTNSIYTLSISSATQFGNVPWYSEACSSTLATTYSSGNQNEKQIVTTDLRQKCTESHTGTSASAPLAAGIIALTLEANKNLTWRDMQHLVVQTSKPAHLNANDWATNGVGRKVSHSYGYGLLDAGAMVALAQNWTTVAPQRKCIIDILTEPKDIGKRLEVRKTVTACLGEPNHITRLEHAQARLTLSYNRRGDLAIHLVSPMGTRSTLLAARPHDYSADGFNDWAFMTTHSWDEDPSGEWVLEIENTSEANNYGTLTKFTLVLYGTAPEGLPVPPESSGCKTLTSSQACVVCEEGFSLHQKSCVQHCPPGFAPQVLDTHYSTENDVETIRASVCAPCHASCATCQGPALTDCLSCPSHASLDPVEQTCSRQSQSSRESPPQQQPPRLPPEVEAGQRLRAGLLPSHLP
Thrombin inh: inhibitors of human thrombin; P00734; alpha-thrombin, Boc-VPR-AMC fluorogenic substrate cleavage; inhibition, % at 5 µM; 220,000 compounds, 0.26% hits;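 active means inhibition at or above 40%; inactive means inhibition below 40%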;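 further: 0% = enzyme with no compound and 100% = wells without enzyme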
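Material: Human alpha-thrombin protein | Buffer or medium: pH 7.5 Tris-saline with Tween 20 | Reagent: Boc-VPR-AMC substrate, 15 µM final | Schedule: Reaction at ambient temperature | Detection: AMC fluorescence at 355 nm excitation and 460 nm emission | Evaluation: Percent inhibition scaled between no-compound controls and no-enzyme blanks | Controls: no-compound enzyme wells and no-enzyme blanks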
TRPML3 ag: agonists of human TRPML3 channel; HEK293 TRPML3-YFP, Fluo-8 calcium fluorescence; 100% = the carbachol control signal; activation, % at 3 µM; 220,000 compounds, 0.29% hits;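 active means activation above its plate's cutoff, the mean activation of the plate's test wells plus 3 SD, cut at about 12% in these data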;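 further: 0% = DMSO only wells and 100% = carbachol wells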
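system = HEK293 cells stably carrying human TRPML3-YFP | doses = one concentration, 3 µM nominal, 0.3% DMSO | timing = dye loading 1 h 37 °C then 30 min ambient, 125 s read | detection = Fluo-8 calcium dye fluorescence, ex 470-495, em 515-575 nm | benchmarks = high control carbachol 87 µM, low control DMSO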
EBV gp42 block: EBV gp42 inhibition | inhibition, % (tested at 21.74 µM) | AID 1085 | Fluorescence polarization binding assay, mP read-out | 220,000 compounds, 0.42% hits | Q1HVG2; in the data active means inhibition above about 50%
Target sequence (Q1HVG2 whole entry, looked up): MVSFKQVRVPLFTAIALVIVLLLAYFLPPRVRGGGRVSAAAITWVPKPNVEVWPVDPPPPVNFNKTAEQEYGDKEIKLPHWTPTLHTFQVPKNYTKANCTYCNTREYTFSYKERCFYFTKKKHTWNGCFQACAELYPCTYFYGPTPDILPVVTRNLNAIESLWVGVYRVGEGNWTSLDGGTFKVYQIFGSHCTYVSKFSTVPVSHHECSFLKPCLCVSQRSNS
PPC-1+TRAIL kill: kills PPC-1 cancer cells in the presence of TRAIL; 220,000 compounds, 0.41% hits; cell killing (% activity), % at 4 µM; PPC-1 cells + TRAIL, ATPLite viability luminescence;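 active means cell killing above 50% in the first pass at 4 µM, then a duplicate retest at 5 µM averaging 50% or more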;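 further: plate controls were cells with TRAIL plus DMSO for no effect and medium-only wells lacking cells for full effect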
* hit, by the source's call; i = inactive; / = not tested or not shown; [ ] = another dose, or the depositor's remark.

mol,Furin inhibitor,TRPN1 ag,m-calpain inh,Tb hexokinase,Thrombin inh,PPC-1+TRAIL kill,KCC2 mod,EBV gp42 block,TRPML3 ag
CC(=O)Oc1ccc(-c2csc(Nc3cccnc3)n2)cc1,-13[20 µM],-1.3,-8,-2,4,30,0.19,-17,0.0
O=C1SC(SC(=Nc2ccccc2)Nc2ccccc2)C(=O)N1c1ccccc1 (stereo not drawn),-14,0.6,15,1,0,6,0.52,-19,-0.7
COc1ccc2c(CC(=O)NC3CCCc4ccccc43)coc2c1 (stereo not drawn),-14,-1.6,-4,0,-10,-12,-0.54,-14,-0.4
O=C(NNC(=O)c1ccccc1[N+](=O)[O-])Nc1ccc(Cl)cc1,-22,-1.3,-21,9,0,2,-0.82,-7,0.7
Nn1c(SCCOc2ccc(Cl)cc2)nnc1-c1cccnc1,-9,-0.4,9,5,26,6,-0.32,-5,-0.6
CCOc1ccc(S(=O)(=O)NCc2ccncc2)cc1,-25[20 µM],5.9,-41,-6,-6,-11,/,-6,3.5
COc1ccc(C(=O)Nc2ccc(O)c3c(=O)cc(-c4cccc(Cl)c4)oc23)cc1,-18,/,-49,-15,3,-14,-0.28,-21,/
Cc1occc1-c1nnc(SCC(=O)N(C)CCC#N)n1N,-19[20 µM],2.4,-8,-5,5,1,0.22,-23,1.2
O=C1CN(C(=O)COC(=O)c2ccc(N3CCCCCC3)c([N+](=O)[O-])c2)c2ccccc2N1,-12,-0.2,-93,-9,-11,7,-1.1,2,0.5
CCn1cnc2c1c(=O)n(Cc1nnc3n1-c1ccccc1SC3)c(=O)n2Cc1ccccc1,-18,1.5,-9,-15,3,16,-1.5,-17,-0.2
CCN1CCc2c(OCC(=O)N3CCCCC3)cccc2C1=O,-22,0.0,22,-1,1,10,0.89,4,0.8
CCN(C(=O)COC(=O)c1cc(NS(=O)(=O)c2ccc(Cl)c([N+](=O)[O-])c2)ccc1O)C1CCCCC1,-22,0.1,-8,-3,-10,-4,-0.38,-12,0.9
Cc1nnc(SCC(=O)Nc2nsc(-c3ccccc3)n2)s1,-19[20 µM],1.8,4,6,-2,-15,-0.45,-16,-0.4
O=C(/C=C/c1cccc(Br)c1)Nc1nn[nH]n1,-26,0.4,5,-4,5,25,0.017,-13,1.2
C#CCOCCOCCOCCNc1nc(N2CCN(C(=O)[C@H](CCCCN)n3cc(C(N)CO)nn3)CC2)nc(N2CCN(C(=O)[C@H](CCC(=O)O)n3cc(C(N)CC(C)C)nn3)CC2)n1 (stereo partly drawn),-20,/,16,-6,-3,15,0.4,-13,/
O=S(=O)(c1cccc(F)c1)N1CCN(C(=S)NCc2ccccc2)CC1,-1,1.2,-3,-3,-12,18,-0.66,0,1.1
Cc1ccc(S(=O)(=O)CCC(=O)Nc2cccc(C)c2)cc1,-13,-2.3,19,9,-10,22,0.52,-19,0.1
Cc1cccc(C(=O)NC(=S)Nc2ccc(S(=O)(=O)N3CCCCC3)cc2)c1,6[20 µM],-0.5,22,9,0,0,-0.12,7,0.0
O=C(CCc1ccccc1)n1nc(-c2ccccc2)nc1NCc1ccco1,-9[20 µM],0.5,18,0,14,8,0.4,2,-0.3
Cc1ccc(SCC(=O)O/N=C(\N)c2cccc([N+](=O)[O-])c2)cc1,-20[20 µM],-0.3,0,1,-1,1,/,-6,-0.1
Nc1ccc(Cc2nc3c(ccc4ccccc43)[nH]2)cc1,-18[20 µM],2.0,4,0,2,20,-0.73,-7,-0.1
O=C1c2ccc3c4c(ccc(c24)C(=O)N1c1ccc2ccccc2c1)CC3,-7[20 µM],1.2,-70,-5,-3,30,-0.62,-27,0.5
N#CC(C#N)=NNc1ccc(S(=O)(=O)N2CCCC2)cc1,7,-0.8,30,-24,-2,27,-0.36,6,0.9
CCOc1ccc2nc(NC(=O)CSc3ccc(Cl)cc3)sc2c1,-29[20 µM],2.1,3,9,4,-8,/,9,0.0
Cc1csc(NC(=O)C(NC(=O)c2ccccc2F)C(C)C)n1 (stereo not drawn),-31,0.0,9,-1,-1,10,-0.063,-18,0.6
COc1ccc(N2CCN(C(=O)/C(C#N)=C/c3ccccc3)CC2)cc1,-19,3.8,-28,-5,2,-3,-0.45,-19,2.7
O=C(CSc1nc2ccccc2c(=O)n1-c1ccc(F)cc1)Nc1ccc(N2CCOCC2)cc1,-12,-0.2,21,3,-7,5,0.035,-9,-0.2
COCC(C)NC(=S)NC(=O)c1cc(S(=O)(=O)N2CCOCC2)ccc1C (stereo not drawn),-2,1.3,13,6,18,6,0.51,1,-0.3
COc1cccc(Cn2cccc(NC(=O)Nc3ccccc3C)c2=O)c1,-13,3.2,-14,-3,-7,/,0.82,3,3.1
CCCC[n+]1ccn(-c2nc3ccccc3nc2[N-]S(=O)(=O)c2ccccc2)c1,-12[20 µM],-1.4,i,-20,0,2,-0.079,-3,0.8
CC(=O)Cc1c(C(=O)O)c(C)nn1-c1ccccc1,-28,-1.2,-7,5,-3,/,-1.2,-21,0.0
Cc1ccc2nc(Cl)c3cc(C(=O)N(CCN(C)C)Cc4ccco4)sc3c2c1,-15,1.9,-37,-3,-6,23,1,-5,1.9
O=C(Nc1cc(C(F)(F)F)ccc1N1CCOCC1)C1Cc2ccccc2CN1C(=O)c1ccco1 (stereo not drawn),-14,-1.1,-42,-9,-7,14,-1.1,9,0.3
CCOCCCn1c(NN)nc2ccccc2c1=O,-37,0.4,11,1,-2,14,-0.19,1,0.2
CNC(=S)Nc1cc(C(F)(F)F)ccc1Cl,-5,-0.2,1,20,-13,5,-0.0089,-12,-0.3
CCCn1nc(C(=O)NCC(C)(C)N2CCOCC2)c2ccccc2c1=O,-15[20 µM],0.1,-13,-8,-2,12,0.098,5,-0.1
COc1ccc(S(=O)(=O)Nc2nnc(C(C)(C)C)s2)cc1,0,1.0,-4,-2,-9,-4,0.84,1,-0.1
CCn1cc(CNC(=O)C2C3CCC(C3)C2C(=O)O)cn1 (stereo not drawn),-19,1.7,-16,-1,4,36,-0.42,-27,1.2
NNc1nnc2c3cc(F)ccc3n(Cc3ccccc3)c2n1,-12,-0.4,-22,-19,-8,8,-0.27,-8,0.0
CN1N=C(C(C)(C)C)CSC1=Nc1ccc(F)cc1,-14,-0.6,28,-2,-5,4,/,-16,-0.4
Cc1cccc(C(=O)Nc2ccc(C(=O)/C=C/c3cccs3)cc2)c1,-1[20 µM],0.4,22,-21,-20,13,0.24,-17,-0.3
COc1ccc(CC(=O)Nc2ccc(-c3nnc(-c4ccc(C)cc4)o3)cc2)cc1,-2[20 µM],-0.2,-41,-14,-9,40,0.39,-28,1.1
O=C1C(=O)N(Cc2ccccc2)C(=O)N1CCN1C(=O)c2ccccc2C1=O,-14,-0.2,-16,1,-5,-2,-1.2,-13,-0.6
COc1ccc(NC(=S)N/N=C/c2ccc(F)c(F)c2)cc1,-19,-1.1,-28,-11,-10,13,1.2,-5,-0.2
O=C(COC(=O)/C=C/c1cccs1)Nc1ccc2ccccc2c1,-24,1.6,-6,-17,-5,0,-0.35,0,0.6
COc1ccc(C)cc1Nc1cc(C)nc2nc(C)nn12,6,-0.8,-13,-4,-4,9,0.65,-20,-0.5
COc1cc(CNc2nc(C)c([N+](=O)[O-])c(C)c2C#N)cc(OC)c1OC,1,0.7,13,31,-4,23,-0.71,-3,0.8
Cn1ccnc1C(O)(c1ccccc1)c1ccccc1,-8,-0.5,18,-4,3,-13,0.024,-10,-0.2
C=CCN(C(=O)CCC(=O)O)C1CC(=O)N(c2ccc(OCCC)cc2)C1=O (stereo not drawn),-16,0.2,-29,3,-2,0,-1,-15,0.1
COc1ccccc1NS(=O)(=O)c1cc(Cl)ccc1OC,-15,-0.8,14,-1,4,6,1.4,-18,1.5

Later entries
mol,Furin inhibitor,TRPN1 ag,m-calpain inh,Tb hexokinase,Thrombin inh,PPC-1+TRAIL kill,KCC2 mod,EBV gp42 block,TRPML3 ag
Cc1csc(NC(=O)c2ccccc2[N+](=O)[O-])n1,-6[20 µM],-0.5,-46,-4,-3,4,0.075,-6,0.9
CSc1ccc(C(=O)C2CCCN(Cc3cccc4nccnc34)C2)cc1 (stereo not drawn),-6,-1.4,26,-34,-1,-1,-1.6,-24,-0.5
CC(=O)c1ccc(OCC(O)CN2C(C)CCCC2C)cc1 (stereo not drawn),-29,2.6,2,4,14,13,/,5,0.2
Cc1cc(C(=O)CSc2nc(N)cc(=O)[nH]2)c(C)n1-c1ccc(OC(F)F)cc1,-29,0.3,-45,0,-4,26,-0.58,-2,0.0
COc1ccc(/C=N/NC(=O)C2(C)NC(C)(C)Cc3ccccc32)cc1 (stereo not drawn),-26,0.7,-2,-4,-4,4,-0.059,-11,0.1
CC(=O)N1CCc2cc(S(=O)(=O)NC(Cc3ccccc3)C(=O)Nc3cc(C)ccn3)ccc21 (stereo not drawn),-14[20 µM],-1.9,-36,-10,-2,14,-0.014,-12,-0.4
O=C(N/C(=C/c1cccs1)c1nc2ccccc2[nH]1)c1ccccc1,-14[20 µM],0.6,-16,-33,6,-16,-0.5,-12,-0.8
CC(C)Oc1ccc(N2CC(C(=O)Nc3ccccc3F)CC2=O)cc1 (stereo not drawn),-17[20 µM],0.9,-17,7,3,7,0.021,2,0.6
CCC(=O)NCCc1cc2ccc(C)c(C)c2[nH]c1=O,-19,0.5,-43,-12,-7,27,0.33,-4,-0.2
COc1ccc(/C=N/NC(=O)CCC(=O)Nc2ccccc2)cc1OC,-23,1.9,2,-7,-7,-9,-0.85,-4,0.6
COC(=O)c1ccccc1NC(=O)COc1ccccc1[N+](=O)[O-],-29,-0.6,-1,-3,2,/,-0.74,0,0.0
Cc1cc(C)nc(SCC(=O)Nc2ccnc3ccccc23)n1,-18,9.1,-1,1,1,10,-1.3,-3,3.9
COc1ccccc1CCc1nnc(CCC(=O)NC(C)Cc2cccc(C)n2)o1 (stereo not drawn),-22,-0.7,-1,5,1,21,-0.62,-9,0.4

Entries of single compounds from above. Screens in order: Furin inhibitor	TRPN1 ag	m-calpain inh	Tb hexokinase	Thrombin inh	PPC-1+TRAIL kill	KCC2 mod	EBV gp42 block	TRPML3 ag
COCC(C)NC(=S)NC(=O)c1cc(S(=O)(=O)N2CCOCC2)ccc1C (stereo not drawn) is listed as -2	1.3	13	6	18	6	0.51	1	-0.3
Cc1cccc(C(=O)NC(=S)Nc2ccc(S(=O)(=O)N3CCCCC3)cc2)c1 is listed as 6[20 µM]	-0.5	22	9	0	0	-0.12	7	0.0
CN1N=C(C(C)(C)C)CSC1=Nc1ccc(F)cc1 is listed as -14	-0.6	28	-2	-5	4	/	-16	-0.4
Cc1ccc(S(=O)(=O)CCC(=O)Nc2cccc(C)c2)cc1 is listed as -13	-2.3	19	9	-10	22	0.52	-19	0.1

Rows were taken by chance; any-hit rate near 3.6%.
